# Bioassay records deposited in PubChem BioAssay by NCI.
# All columns: NCI-60 one-dose screen, growth in % after 48 h at 10 µM unless noted; 100 = growth as untreated, 0 = no growth, -100 = all killed.
# K-562: K-562 leukemia; 78,000 tested, 7.4% active
# MDA-MB-435: MDA-MB-435 melanoma | 82,000 tested, 7.8% active | AID 1794794
# SR: SR leukemia cells; AID 1794780; 73,000 tested, 8.7% active
# CCRF-CEM: CCRF-CEM leukemia; AID 1794778; 77,000 tested, 7% active
# RPMI-8226: RPMI-8226 leukemia cells | 77,000 tested, 7.5% active
# MDA-MB-468: MDA-MB-468 breast cancer; 78,000 tested, 8.5% active; AID 2202374
# MOLT-4: MOLT-4 leukemia cells; 80,000 tested, 6.9% active; AID 1794779
# MDA-MB-231: MDA-MB-231 breast cancer | 81,000 tested, 5% active | AID 1794789
# * marks the source's active call; other numbers are inactive results; x = not tested or not shown; & = joins results of further samples; ! = not active in a repeat; [ ] = dose if it differs, or a comment. How the source made its calls: active means growth percent below 10; inactive means the rest. An excerpt; rates above refer to the full screens.
SMILES	K-562	MDA-MB-435	SR	CCRF-CEM	RPMI-8226	MDA-MB-468	MOLT-4	MDA-MB-231
NC(=O)C1(c2ccccc2)CCN(Cc2ccccc2)CC1	112	100	x	109	109	101	101	99
C/C=C1/CN2CCC1CC2C(O)c1ccnc2ccc(O)cc12 (stereo unspecified)	103	89	89	106	99	87	104	102
CCOC(=O)C1(c2ccc(O)c(O)c2)CCN(C)CC1	112	98	102	121	114	89	114	90
CCC(Br)(CC)C(=O)NC(N)=O	105	102	105	102	109	98	99	121
O=S(=O)(F)c1ncnc2nc[nH]c12	92	100	x	101	x	96	89	94
O=C(/C=C/c1ccco1)c1nc2ccccc2n1Cc1ccc(F)cc1	21	77	24	21	25	24	6.5*	x
COc1ccccc1[As]=[As]c1ccccc1OC (stereo unspecified)	8.0*	-73*	-2.3*	2.3*	-15*	-95*	-9.7*	-83*
CC(Oc1ccc(-c2ccccc2)cc1)C(=O)O (stereo unspecified)	112	102	106	98	101	94	104	108
O=C(OCCl)c1ccccc1	100	108	106	92	94	112	130	91
Nc1nnc(Sc2nc3ccc(Cl)cc3c(=O)n2-c2ccccc2)s1	94	97	93	97	81	104	95	106
NCCc1ccc(O)cc1	95	96	99	89	95	93	93	93
Cc1cc(N(CCCl)CCCl)ccc1/C=C/c1ccncn1	84	82	22	51	88	32	56	96
Cc1ccccc1NC(N)=S	49	126	x	94	100	x	53	110
C[C@]12C=CCC[C@@H]1CC[C@@H]1[C@@H]2CC[C@]2(C)[C@@H](O)CC[C@@H]12	106	104	91	96	99	95	93	92
[N-]=[N+]=CC(=O)CCC(=O)C=[N+]=[N-]	84	113	x	x	119	113	87	103

# (continued)
SMILES	K-562	MDA-MB-435	SR	CCRF-CEM	RPMI-8226	MDA-MB-468	MOLT-4	MDA-MB-231
O=C(CCCc1ccc([N+](=O)[O-])cc1)Nc1ccccc1S(=O)(=O)F	110	97	94	95	99	98	106	116
COC[CH2][Hg][C]#[C][Hg][CH2]COC	97	43	9.0*	x	x	110	80	x
CCOP(=O)(NC(C)C)OCC	114	113	89	92	97	108	93	115
N#Cc1nc(C2CC2c2ccccc2)oc1N1C[C@@H]2C[C@@H](C1)c1cccc(=O)n1C2 (stereo partly specified)	78	103	86	81	93	99	79	102
CSc1ccccc1NP1(=O)OCC(C)([N+](=O)[O-])CO1 (stereo unspecified)	75	107	91	81	111	105	94	105
CN1CCN(C(=O)COc2ccc3c(c2)CCCC(=O)N3)CC1	104	107	96	98	100	94	98	101
CC(=O)OCC1OC([S-])C(OC(C)=O)C(OC(C)=O)C1OC(C)=O.[Au+].c1ccc(CN2[CH-]N(Cc3ccccc3)C(c3ccccc3)=C2c2ccccc2)cc1	-6.2*	29	-8.4*[4.75 µM]	17	-4.7*	-42*	13	-56*
CC(C)c1cc(Cl)cc(C(C)C)c1OCCCN(C)C	93	93	76	96	93	85	90	92
OC1C(O)C2CC1C1C2C2(Cl)C(Cl)=C(Cl)C1(Cl)C2(Cl)Cl (stereo unspecified)	66	99	73	99	69	74	91	83
Cc1ccc(NC(=O)CCl)cc1	83	84	85	63	88	84	70	87
Nc1ccc(OCCNS(=O)(=O)c2cccc(S(=O)(=O)F)c2)c(Cl)c1	95	98	93	93	80	95	76	100
Oc1ccc(-c2ccccc2)cc1	109	107	90	103	107	111	87	96
O=S(=O)(CCCN1CCCCC1)C(c1ccccc1)c1ccccc1	102	106	96	110	106	93	95	105
N[C@@H]1C[C@H]1c1ccccc1	135	94	114	131	102	100	108	95
COc1cccc2c1N=C1CCCC3CN(C(C)=O)CCC123 (stereo unspecified)	104	110	97	94	94	100	93	104

# (next part)
SMILES	K-562	MDA-MB-435	SR	CCRF-CEM	RPMI-8226	MDA-MB-468	MOLT-4	MDA-MB-231
CCN1C(=O)CC(=O)N(CC)C1=S	107	105	101	95	104	93	109	107
Nc1c([N+](=O)[O-])cc([N+](=O)[O-])cc1S(=O)(=O)O	94	105	95	99	101	99	90	104
COc1ccc2c(c1)c(-c1nc(-c3c[nH]c4ncccc34)cs1)cn2CCCCN1CCCCC1	-74*	-93*	-58*	-39*	-44*	-76*	-60*	-76*
CCOP(=S)(OCC)O[C@H]1CC[C@@]2(C)C(=CC=C3[C@@H]4CC[C@H]([C@H](C)/C=C/[C@H](C)C(C)C)[C@@]4(C)CC[C@@H]32)C1	111	98	105	99	102	89	110	109
Cc1nc(N)sc1S(=O)(=O)F	113	97	91	103	107	98	100	113
CCOc1ccc(P2(=S)SP(=S)(c3ccc(OCC)cc3)S2)cc1 (stereo unspecified)	61	101	81	92	88	96	67	108
S=P(c1ccccc1)(c1ccccc1)c1cccc2ccccc12	77	83	86	80	84	86	61	85
CC(O)c1ccc(Cl)cc1 (stereo unspecified)	106	99	107	97	100	113	114	106
COC(=O)[C@@H](C)C[C@H](Cc1ccccc1)NC(=O)c1csc([C@@H](C[C@H](C(C)C)N(C)C(=O)[C@H](C)NC(=O)[C@H]2CCCN2C)OC(C)=O)n1	11	-27*	14	19	9.5*	26	43	64
COP(=O)(Oc1ccccc1)Oc1ccccc1	98	102	x	106	105	98	113	106
CCCNC(=O)[C@@H](CCC(F)(F)F)CC(=O)N[C@H]1N=C(c2ccccc2)c2ccccc2N(C)C1=O	90	102	102	104	120	103	90	101
C=C1C(=O)OC2CC3(C)OC3C3OC3C3=CC(OC3=O)C12 (stereo unspecified)	6.3*	98&98	48&11	-54*	38&98	65&33	-30*!	107&104
O=[N+]([O-])c1ccc(N2CC2)c([N+](=O)[O-])c1	x	x	96	135	117	96	55	93
CCCCn1cc(C(=O)/C(C#N)=C/c2cc3ccccc3nc2Cl)c2cc(OC)ccc21	47	101	-12*	33	x	104	68	88
CC1CC2(C)C(CCC3C2CCC2(C)C(OP(=O)(N4CC4)N4CC4)CCC32)CC1=O (stereo unspecified)	97	98	73	89	68	101	77	x

# Additional compounds.
SMILES	K-562	MDA-MB-435	SR	CCRF-CEM	RPMI-8226	MDA-MB-468	MOLT-4	MDA-MB-231
C#C[C@]1(O)CC[C@H]2[C@@H]3CC=C4C[C@@H](OC(=O)CCC5CCCCC5)CC[C@]4(C)[C@H]3CC[C@@]21C	110	114	88	100	100	93	99	104
CCC1(CC)COP(=O)(OCC(Cl)CCl)OC1 (stereo unspecified)	107	118	103	111	114	110	100	111
O=[N+]([O-])c1ccc(Cl)cc1	111	112	100	88	94	124	96	105
c1ccc([C@H]2N[C@H]2c2ccccc2)cc1	83	112	91	84	101	111	87	108
CC(=O)C1(C)CCOC1=O (stereo unspecified)	91	104	83	100	104	104	87	122
CC1(O)c2cccc(O)c2C(O)=C2C(=O)C3(O)C(O)=C(C(N)=O)C(=O)CC3CC21 (stereo unspecified)	89	102	93	82	76	99	100	118
COc1ccc(/C=C\c2cc(OC)c(OC)c(OC)c2)cc1OCC(=O)Nc1nc2ccc(C(F)(F)F)cc2s1	16	-35*	26	25	21	1.4*	16	13
N#Cc1cccc(Cl)c1	116	x	106	x	x	108	115	103
CC(C(=O)c1ccc(Cl)cc1)N1CCCCC1 (stereo unspecified)	112	103	102	105	104	91	104	85
CN(C)CC1CCCCC1=O (stereo unspecified)	113&103	103&113	120&89	105&91	90&117	98&106	123&99	99&107
CC[N+]1(CC)CCC(OC(=O)C(O)(c2ccccc2)c2ccccc2)C1 (stereo unspecified)	60	101	x	71	82	113	65	93
[Cl][Hg][c]1cc[c]([Hg][Cl])o1	7.7*	55	6.3*	4.4*	1.2*	-0.2*	14	23
[O-][Cl+3]([O-])([O-])O	71	104	88	96	103	92	84	109
O=P(N1CCCCCC1)(N1CCCCCC1)N1CC1	103	111	108	92	99	103	100	103
ClCCN(CCCl)c1nc(Cl)c(C2CC(c3ccc(Cl)cc3)=NN2c2cc(Cl)cc(Cl)c2)s1 (stereo unspecified)	92	103	93	100	x	112	95	107

# (more compounds)
SMILES	K-562	MDA-MB-435	SR	CCRF-CEM	RPMI-8226	MDA-MB-468	MOLT-4	MDA-MB-231
COc1ccc(C=C2C(=O)NC(=S)NC2=O)cc1OC	116	109	118	106	107	114	121	105
CCOP(=S)(OCC)Oc1cc(C)nc(C(C)C)n1	94&107	117&104	85&102	103&100	109&91	102&108	83&111	121&105
c1cc(CCNC2CCCCC2)ccn1	x	104	99	100	97	112	108	89
Oc1ccc(Br)cc1	106	101	107	99	109	75	99	105
C=CCOC(C(=O)OCCN(CC)CC)(c1ccccc1)c1ccccc1	105	99	x	107	102	98	99	102
O=C(/C=C/c1sc(N(CCCl)CCCl)nc1Cl)c1ccc(Br)cc1	81	99	49	79	x	98	78	88
Oc1c(Cl)cccc1Cc1cc(Cl)cc(Cl)c1O	54	63	93	64	x	54	68	76
CC(C)c1cc(C(C)(C)c2ccc(O)c(C(C)C)c2)ccc1O	41	76	39	54	x	59	42	55
Cc1ccccc1N1COOC2(OOC1)C1CC3CC(C1)CC2C3	82	106	96	105	107	x	89	118
CC1(C)N=C(N)N=C(N)N1c1ccc(OCc2ccc(S(=O)(=O)F)c(Cl)c2)c(Cl)c1	33	48	30	40	47	67	39	61
O=C1NC(=O)C(=Cc2c(Cl)cccc2Cl)C(=O)N1	88&99	98	88&94	88&86	90&96	101	100&94	100&90
CCOP(=O)(NC)OCC	120	132	71	93	93	94	127	104
O=C1NC(=O)C2(CCN(S(=O)(=O)c3ccccc3)CC2)C(=O)N1	105	110	107	84	x	97	111	97
CC1([N+](=O)[O-])COP(=O)(NC2CC2)OC1 (stereo unspecified)	113	102	98	108	113	115	112	98
CCCCCCCC[n+]1ccc2ccccc2c1	23	46	48	43	14	8.8*	58	67

# Later entries
SMILES	K-562	MDA-MB-435	SR	CCRF-CEM	RPMI-8226	MDA-MB-468	MOLT-4	MDA-MB-231
CCC(c1ccc(OC(=O)Cc2ccc(N(CCCl)CCCl)cc2)cc1)C(CC)c1ccc(OC(=O)Cc2ccc(N(CCCl)CCCl)cc2)cc1 (stereo unspecified)	93	98	84	93	95	93	98	116
c1cc[n+](CCCCCCCCCC[n+]2ccccc2)cc1	102	99	86	92	91	22	87	103
CC(C)[C@@H]1NC(=O)[C@]2(C)CSC(=N2)c2csc(n2)CNC(=O)C[C@@H](/C=C/CCS)OC1=O	8.3*	5.9*	12	10.0*	-15*	30	7.5*	12
CN1CC(CNC(=O)OCc2ccccc2)CC2c3cccc4c3c(cn4C)CC21 (stereo unspecified)	3.7*	3.0*	x	46	x	-43*	x	27
NC(=O)OC1CCCCC1	114	111	132	108	111	107	101	128
COC(=O)CC(c1cccc(OC(F)F)c1)c1c(O)c2ccccc2oc1=O (stereo unspecified)	100[8.25 µM]	104[8.25 µM]	90[8.25 µM]	99[8.25 µM]	98[8.25 µM]	121[8.25 µM]	105[8.25 µM]	94[8.25 µM]
CC1(C)N=C(N)N=C(N)N1c1ccc(OCCCCNC(=O)Nc2cccc(S(=O)(=O)F)c2)c(Cl)c1	18	20	46	24	38	41	38	60
Cc1ccc(CCl)cc1	103	100	90	118	104	97	104	116

# Exported field by field: entries from further up.
> CN1CC(CNC(=O)OCc2ccccc2)CC2c3cccc4c3c(cn4C)CC21 (stereo unspecified)
  K-562: 3.7*; MDA-MB-435: 3.0*; SR: x; CCRF-CEM: 46; RPMI-8226: x; MDA-MB-468: -43*; MOLT-4: x; MDA-MB-231: 27
> NC(=O)OC1CCCCC1
  K-562: 114; MDA-MB-435: 111; SR: 132; CCRF-CEM: 108; RPMI-8226: 111; MDA-MB-468: 107; MOLT-4: 101; MDA-MB-231: 128

# Sorted by length of the SMILES (descending): 19 of the compounds above.
SMILES	K-562	MDA-MB-435	SR	CCRF-CEM	RPMI-8226	MDA-MB-468	MOLT-4	MDA-MB-231
CCC(c1ccc(OC(=O)Cc2ccc(N(CCCl)CCCl)cc2)cc1)C(CC)c1ccc(OC(=O)Cc2ccc(N(CCCl)CCCl)cc2)cc1 (stereo unspecified)	93	98	84	93	95	93	98	116
CC(C)[C@@H]1NC(=O)[C@]2(C)CSC(=N2)c2csc(n2)CNC(=O)C[C@@H](/C=C/CCS)OC1=O	8.3*	5.9*	12	10.0*	-15*	30	7.5*	12
CC1(C)N=C(N)N=C(N)N1c1ccc(OCCCCNC(=O)Nc2cccc(S(=O)(=O)F)c2)c(Cl)c1	18	20	46	24	38	41	38	60
CC1(C)N=C(N)N=C(N)N1c1ccc(OCc2ccc(S(=O)(=O)F)c(Cl)c2)c(Cl)c1	33	48	30	40	47	67	39	61
CN1CC(CNC(=O)OCc2ccccc2)CC2c3cccc4c3c(cn4C)CC21 (stereo unspecified)	3.7*	3.0*	x	46	x	-43*	x	27
O=C1NC(=O)C2(CCN(S(=O)(=O)c3ccccc3)CC2)C(=O)N1	105	110	107	84	x	97	111	97
O=C(/C=C/c1sc(N(CCCl)CCCl)nc1Cl)c1ccc(Br)cc1	81	99	49	79	x	98	78	88
CC(C)c1cc(C(C)(C)c2ccc(O)c(C(C)C)c2)ccc1O	41	76	39	54	x	59	42	55
Cc1ccccc1N1COOC2(OOC1)C1CC3CC(C1)CC2C3	82	106	96	105	107	x	89	118
O=C1NC(=O)C(=Cc2c(Cl)cccc2Cl)C(=O)N1	88&99	98	88&94	88&86	90&96	101	100&94	100&90
CC1([N+](=O)[O-])COP(=O)(NC2CC2)OC1 (stereo unspecified)	113	102	98	108	113	115	112	98
COc1ccc(C=C2C(=O)NC(=S)NC2=O)cc1OC	116	109	118	106	107	114	121	105
CCOP(=S)(OCC)Oc1cc(C)nc(C(C)C)n1	94&107	117&104	85&102	103&100	109&91	102&108	83&111	121&105
Oc1c(Cl)cccc1Cc1cc(Cl)cc(Cl)c1O	54	63	93	64	x	54	68	76
CCCCCCCC[n+]1ccc2ccccc2c1	23	46	48	43	14	8.8*	58	67
c1cc(CCNC2CCCCC2)ccn1	x	104	99	100	97	112	108	89
CCOP(=O)(NC)OCC	120	132	71	93	93	94	127	104
Cc1ccc(CCl)cc1	103	100	90	118	104	97	104	116
Oc1ccc(Br)cc1	106	101	107	99	109	75	99	105
